NCI-60 one-dose screen, 48 h, at 10 µM unless noted. Numbers give growth in % (100 = growth as untreated, 0 = no growth, -100 = all killed).
SK-MEL-5 = SK-MEL-5 melanoma; AID 1794755; hit rate 6.4% among 80,000
LOX IMVI = LOX IMVI melanoma. hit rate 7.4% among 79,000. AID 1794757
MDA-MB-435 = MDA-MB-435 melanoma. hit rate 7.8% among 82,000
MALME-3M = MALME-3M melanoma; hit rate 5.8% among 78,000
UACC-257 = UACC-257 melanoma; hit rate 4.4% among 78,000
UACC-62 = UACC-62 melanoma; hit rate 5.4% among 81,000
SK-MEL-2 = SK-MEL-2 melanoma | hit rate 4.7% among 77,000 | AID 1794763
SK-MEL-28 = SK-MEL-28 melanoma | hit rate 4.1% among 81,000
* hit, by the source's call; i = inactive; . = no result given; & = joins results of further samples. How the source made its calls: active means growth percent below 10; inactive means the rest.

SMILES	SK-MEL-5	LOX IMVI	MDA-MB-435	MALME-3M	UACC-257	UACC-62	SK-MEL-2	SK-MEL-28
CCCCOCC(=O)NC1CCCCC1	99.7	96.4	107.8	109.9	107.3	100.3	108.4	102.1
CCOC(=O)c1c(NCC(=O)Nc2ccc([N+](=O)[O-])cc2Cl)sc2c1CCCC2	98.2	84.6	101.5	103.2	106.0	86.4	101.6	104.9
COc1ccc(OC)c2c1[nH]c(=O)c1c3cccnc3cn21	87.0	60.1	80.0	153.4	103.5	78.3	101.0	118.0
CCOC(=O)Cn1cnc(C)c1	102.2	100.7	106.3	102.7	107.7	103.0	100.7	111.4
OC(CN1CCCCC1)(c1ccccc1)c1ccccc1	96.3	105.5	105.5	.	98.1	105.5	103.2	109.1
CC(C)OC(=O)[C@]12CCC(C)(C)C[C@H]1C1=CC[C@@H]3[C@@]4(C)CCC(=O)C(C)(C)[C@@H]4CC[C@@]3(C)[C@]1(C)CC2	101.1	89.5	91.7	99.0	100.2	84.3	98.7	107.9
Cn1c(N2N=C(c3ccccc3)CC2c2ccc(Cl)cc2)nc(-c2ccccc2)c(C#N)c1=O (configuration not stated)	73.5	77.9	83.6	87.4	.	60.7	76.6	83.0
N/C(=N\N=C\c1ccccc1)c1c(N)nc(=S)[nH]c1-c1ccc(Cl)cc1Cl	103.1	100.3	110.1	85.7	105.6	94.3	120.4	103.5
CN(C)c1ccc(/C=C2\CCc3ccccc3C2=O)cc1Br	98.5	93.0	89.3	73.6	109.0	85.9	103.2	100.3
Cc1ccc(N=Cc2ccccc2O)cc1C	101.1	102.1	102.7	115.4	87.1	108.0	94.7	111.7

Nothing new here: five of the compounds above.
SMILES	SK-MEL-5	LOX IMVI	MDA-MB-435	MALME-3M	UACC-257	UACC-62	SK-MEL-2	SK-MEL-28
CCCCOCC(=O)NC1CCCCC1	99.7	96.4	107.8	109.9	107.3	100.3	108.4	102.1
CCOC(=O)c1c(NCC(=O)Nc2ccc([N+](=O)[O-])cc2Cl)sc2c1CCCC2	98.2	84.6	101.5	103.2	106.0	86.4	101.6	104.9
COc1ccc(OC)c2c1[nH]c(=O)c1c3cccnc3cn21	87.0	60.1	80.0	153.4	103.5	78.3	101.0	118.0
CCOC(=O)Cn1cnc(C)c1	102.2	100.7	106.3	102.7	107.7	103.0	100.7	111.4
OC(CN1CCCCC1)(c1ccccc1)c1ccccc1	96.3	105.5	105.5	.	98.1	105.5	103.2	109.1

Later entries:
SMILES	SK-MEL-5	LOX IMVI	MDA-MB-435	MALME-3M	UACC-257	UACC-62	SK-MEL-2	SK-MEL-28
CCN(CC)CCOc1nc2ccc(OC)cc2c2c1-c1ccc(OC)cc1C2=O	-36.1*	-74.6*	-22.7*	.	-52.8*	36.0	20.8	-12.6*
O=C(O)c1ccc(-n2cc(/C=N/Nc3c(F)c(F)cc(F)c3F)c(-c3ccc(I)cc3)n2)cc1	37.0	51.8	76.4	60.0	80.1	84.2	57.2	92.3
O=C(NCc1ncc[nH]1)c1ccc(-c2nc3ccc4[nH]ncc4c3c3c2CCCC3)cc1	8.9*	3.3*	14.6	-14.7*	27.0	4.9*	-32.6*	-1.8*
c1ccc(N=C2CCCCC2)cc1	104.9	117.7	112.5	90.9	96.2	99.4	109.7	99.0
O=C1NN(c2ccccc2)C(c2ccccc2)N2CCC[C@@H]12 (some centres not stated)	113.9	90.6	103.7	102.0	98.1	94.2	79.3	116.7
CCOC(=O)c1ccc(N2C(=O)CC(Sc3ccccc3N)C2=O)cc1 (configuration not stated)	87.3	95.2	33.7	76.3	.	89.9	98.9	94.4
Nc1nc2nc(-c3cccc(Nc4ccnc5cc(Cl)ccc45)c3)cc(-c3ccc(Cl)cc3)c2c(=O)[nH]1	99.5	99.3	107.3	112.1	89.5	103.3	91.8	106.0
COc1cccc2c1C(=O)c1c(O)c3c(c(O)c1C2=O)C[C@@](O)(/C(C)=N/NC(=O)c1ccc(Cl)cc1)C[C@@H]3OC1CC(N)C(O)C(C)O1 (some centres not stated)	-45.2*	-44.6*	-87.3*	-74.6*	-57.1*	-72.8*	-81.1*	-32.3*
OC(Cc1cc(CC(O)(C(F)(F)F)C(F)(F)F)nc(CC(O)(C(F)(F)F)C(F)(F)F)c1)(C(F)(F)F)C(F)(F)F	-83.3*	0.9*	0.6*	.	-28.3*	-10.6*	-28.3*	26.5
Nc1nc(N)c2cc(Sc3ccc(Cl)cc3)ccc2n1	17.8	27.0	28.6	56.7	40.1	24.4	50.7	54.0
NC(=O)C(O)C(O)C(N)=O (configuration not stated)	104.9	100.9	118.3	133.0	117.5	106.7	103.7	109.4
O=C(NCc1ccccc1)NCN1C(=O)c2cccc3cccc(c23)C1=O	98.1	97.0	93.4	105.7	73.3	87.1	90.8	113.6
CCCCCC(=O)Nc1ccc(S(=O)(=O)NO)cc1	107.1	100.5	107.0	104.5	97.4	98.6	85.6	113.0
O=C(Nc1cnc2ccccc2c1)c1cc(C(=O)c2ccc(Br)cc2)n2ccccc12	101.6	83.5	.	99.7	98.2	83.6	105.7	102.0
O=C(/C=C/c1ccc(I)cc1)c1c(O)ccc2ccccc12	97.4	89.7	92.6	93.4	98.6	65.8	88.0	105.0
COC(=O)c1[nH]nc2c1C1(C(=O)Nc3ccccc31)C(C#N)=C(N)O2 (configuration not stated)	98.8	97.3	103.5	100.8	106.0	97.3	114.4	108.0
Oc1ccc2c(=S)cc(-c3ccc(Br)cc3)oc2c1O	10.9	1.2*	23.3	38.3	67.5	8.1*	63.8	51.4
COC(=O)/C=C1\S/C(=N\NC(=O)c2cc3ccc2/C=C\c2ccc(cc2)/C=C\3)N(c2cccnc2)C1=O	96.4	90.2	100.7	102.2	99.2	89.3	102.5	99.1
CN1CCN(CCNC(=O)Nc2ncccc2OCc2cccc(Cl)c2)CC1	97.0	101.2	105.4	98.4	81.8	101.3	81.8	112.0
CC1=C/C(=N/O)CC(C)(C)C1	99.1	95.3	111.8	102.4	100.5	89.5	95.4	105.6

Molecules from the list above containing fluorine (two):
SMILES	SK-MEL-5	LOX IMVI	MDA-MB-435	MALME-3M	UACC-257	UACC-62	SK-MEL-2	SK-MEL-28
O=C(O)c1ccc(-n2cc(/C=N/Nc3c(F)c(F)cc(F)c3F)c(-c3ccc(I)cc3)n2)cc1	37.0	51.8	76.4	60.0	80.1	84.2	57.2	92.3
OC(Cc1cc(CC(O)(C(F)(F)F)C(F)(F)F)nc(CC(O)(C(F)(F)F)C(F)(F)F)c1)(C(F)(F)F)C(F)(F)F	-83.3*	0.9*	0.6*	.	-28.3*	-10.6*	-28.3*	26.5

(listing goes on)
SMILES	SK-MEL-5	LOX IMVI	MDA-MB-435	MALME-3M	UACC-257	UACC-62	SK-MEL-2	SK-MEL-28
CCCCCc1cc[n+](CC(=O)c2cccs2)cc1	100.6	94.9	99.6	96.6	104.6	103.3	88.6	106.2
Fc1ccc(-c2cn3nc(-c4c[nH]c5ccc(Br)cc45)sc3n2)cc1	84.2	60.1	100.4	77.8	92.3	76.4	90.6	100.7
COc1cc(CNC(=O)/C=C/c2ccccc2)ccc1OCc1cn(-c2ccc(Br)cc2)nn1	48.7	81.6	90.9	81.8	81.0	57.4	91.5	97.2
C=CCc1cc2c(cc1COCCOCCOCCCC)OCO2	94.0	93.8	110.4	97.4	101.8	84.3	101.0	96.8
O=C(N/N=C/c1cccc([N+](=O)[O-])c1)c1cccc2ccccc12	92.4	98.7	55.8	91.4	94.0	96.0	106.5	99.1
COc1ccc(C(=O)C/C(=C\c2cc(OC)c(OC)c(OC)c2)C(=O)NCc2ccccc2)cc1	88.7	103.1	94.8	104.6	75.7	76.8	86.0	104.0
Cn1c(-c2cnc3[nH]ncc3c2)nnc1N1CCC(c2cccc(F)c2F)CC1	99.4	.	100.4	88.1	98.1	97.3	106.4	101.2
N#C/C(=C\N1CCc2ccccc2C1)S(=O)(=O)c1ccccc1	109.2	100.3	111.3	132.9	86.0	89.0	95.0	119.6
O=C(NCc1ccco1)Nc1ccc(Cl)cc1	100.4	95.7	101.3	110.7	97.8	89.9	106.5	115.6
CNC(C)[C@@H]1CC[C@@H](N)[C@@H](OC2[C@@H](N)C[C@@H](N)[C@H](OC3OC[C@](C)(O)[C@H](NC)[C@H]3O)[C@H]2O)O1 (some centres not stated)	103.8	104.4	107.0	105.4	111.7	108.0	117.5	115.4
O=C(Nc1sc2c(c1C(=O)O)CCCC2)c1ccc([N+](=O)[O-])cc1	105.3	96.3	92.9	110.0	89.0	70.3	114.1	99.4
Cc1ccc(S(=O)(=O)n2ccc(-c3ccc(OCCCF)cc3)n2)cc1	73.5	92.5	91.3	100.8	80.0	63.9	87.2	85.0
C=C(C)[C@H]1CC/C(C)=C/CC[C@]2(C)O[C@H]2CC/C(C=O)=C\C1O (some centres not stated)	94.8	98.1	119.9	.	154.0	105.7	i	114.9
O=c1c2sc3ncc(Cl)cc3c2nnn1-c1ccccc1	99.1	97.0	94.1	100.3	99.0	105.5	125.7	98.4
O=C(/C=C/c1ccc(B(O)O)cc1)/C=C/c1ccc(B(O)O)cc1	85.5	-36.5*	-46.6*	.	51.9	13.0	110.0	86.7
CC(=O)Nc1ccc(I)cc1C(=O)O	105.9	105.3	108.2	101.6	97.6	98.2	103.6	112.6
O=C(c1ccc2ncc(-c3nc(NC4CC4)ncc3F)n2c1)N1CCOCC1	-51.8*	-0.3*	32.0	71.2	46.1	16.9	27.7	45.4
COc1cc(C2CC(c3cccc(Nc4ccncc4)c3)=Nc3c(N)nc(N)nc3N2)cc(OC)c1OC (configuration not stated)	94.2	92.5	100.2	93.9	90.1	94.0	101.0	108.4
C=CCn1c(SCC(=O)Nc2ccc(C(=O)/C=C/c3ccc(OC)cc3)cc2)nnc1-c1cc(OC)c(OC)c(OC)c1	38.2	86.6	65.1	94.5	82.9	64.7	91.7	90.7
CSc1ccc(NC(=O)Nc2ccccc2C(N)=O)cc1	96.6	94.0	93.9	93.7	109.1	95.0	100.1	107.9
O=CN1N=C(c2cccc(Nc3ccnc4cc(Cl)ccc34)c2)CC1c1ccc(Cl)cc1 (configuration not stated)	12.7	24.2	-38.3*	44.4	52.8	32.4	9.6*	52.7
c1ccc(-c2c(-c3ccccc3)[n+](Cc3ccc4ccccc4c3)c(-c3ccccc3)n2Cc2ccc3ccccc3c2)cc1	-99.1*	-89.8*	-93.9*	-82.5*	-56.6*	-88.6*	-67.7*	-93.3*
O=C1c2ccccc2C(=O)N1CN1CCC(CCCC2CCN(CN3C(=O)c4ccccc4C3=O)CC2)CC1	105.2	105.1	125.2	.	112.6	93.7	102.1	106.5
C#CCOc1ccccc1C(Nc1ccc(F)c(Cl)c1)c1nnnn1C1CCCCC1 (configuration not stated)	85.9	86.5	89.7	99.0	93.9	58.7	101.9	97.4
O=C(O)c1cn(C2CC2)c2cc(N3CCN(C(=O)N4CCCC4)CC3)c(F)cc2c1=O	94.5	83.7	99.6	107.0	94.0	74.9	94.0	92.8
C#C[C@@]1(O)[C@@H](CO)O[C@@H](n2ccc3c(N)ncnc32)[C@@H]1O	-52.7*	-68.6*	-28.9*	-13.2*	17.3	-16.5*	-8.7*	63.6
NC(=N\N=C\c1cc(Cl)ccc1O)/C(N)=N/N=C/c1cc(Cl)ccc1O	102.1	98.5	101.7	108.6	112.0	110.3	99.0	119.7
Cc1cccc(-n2c(SCC(=O)Nc3ccc(S(=O)(=O)Nc4nccs4)cc3)nc3ccccc3c2=O)c1	95.9	95.6	101.9	89.6	95.7	86.5	106.9	99.6
CC(=O)/C=C/c1cccc2c1C(=O)NC(C)(c1cc3cc(Br)ccc3oc1=O)N2 (configuration not stated)	13.1	14.8	42.3	31.3	27.2	13.0	-0.8*	58.8
NCC1CC2c3ccccc3C1c1ccccc12 (configuration not stated)	96.5	96.8	106.5	97.8	89.1	104.5	98.8	110.9
CC1(C)CC(=O)C2=C(C1)N(c1ccc(F)cc1F)C(N)=C(C#N)C2c1ccc(Br)s1 (configuration not stated)	90.6	91.6	100.4	99.4	101.6	92.0	102.9	106.1
CCSC(=O)n1ccc(=O)[nH]c1=O	101.8	95.1	98.6	95.6	95.9	102.3	108.2	101.7
COc1ccc2c(c1)C1(Nc3ccccc3-c3nc4ccccc4n31)C(=O)N2 (configuration not stated)	105.5	95.5	102.1	135.2	114.2	96.4	127.6	108.0
Cn1cc(-c2nnc(-c3cn(C)c4ncccc34)o2)c2ccccc21	0.9*	48.6	-32.8*	19.3	73.6	27.7	34.4	55.9
COc1cc(-c2cc(-c3ccc(Nc4ncnc5cc(Cl)ccc45)cc3)nc(N3CCCC3)n2)cc(OC)c1OC	98.1	98.2	99.9	97.1	107.2	98.6	105.1	107.4
CCCCCC(=O)OC1CCCCC1	100.8	98.8	104.1	92.6	82.0	105.3	95.9	104.5
O=C(O)c1cccc(Cc2cccc(C(=O)O)c2)c1	.	107.1	108.9	103.9	87.8	98.8	105.8	105.7
Cc1cc([N+](=O)[O-])ccc1Nc1ccc(C(=O)Nc2nc3cc(C(=O)N4CCN(C(c5ccccc5)c5ccccc5)CC4)ccc3o2)cc1[N+](=O)[O-]	61.7	80.0	76.5	57.2	82.4	55.0	96.1	83.6
O=c1ccnc(SCc2ccccc2Cl)[nH]1	96.8&98.2	95.0&96.1	100.4&104.6	104.2&126.1	81.9&111.2	89.3&101.5	98.6&116.6	105.8&114.4
Clc1ccc(-c2nc3c4c(-c5ccccc5)c(-c5ccccc5)n(Cc5ccccc5)c4ncn3n2)cc1	-94.6*	11.9	5.5*	4.6*	3.2*	11.7	-10.4*	36.2

Assay outcomes: PubChem BioAssay, NCI
